Assay outcomes from PubChem BioAssay.
b-catenin transl: beta-catenin nuclear translocation modulation. HeLa beta-catenin nuclear translocation, immunofluorescence imaging. nuclear translocation activity, % at 5 µM. 190,000 compounds, 0.3% hits;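 active = nuclear translocation activity above 50% at 5 µM, with a well cell count of 50 or more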;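 note: per-cell ratio of nuclear to cytoplasmic median beta-catenin stain intensity; plate controls were DMSO negative control for no effect and GSK-3 inhibitor IX positive control for full effect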
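Test system: human HeLa cells, endogenous beta-catenin. Times: 24 h compound exposure, 37°C. Measured by: beta-catenin immunofluorescence imaging with DAPI.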
Autophagy mod: alters autophagy in cells | calls only at 10 µM (by protocol) | MEF GFP-LC3 puncta imaging; test concentration mostly 10 µM | AID 463193 | 190,000 compounds, 0.98% hits;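 active = percentage of spot-positive cells more than 3 SD above its plate mean, without a fluorescence outlier flag or 80% toxicity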;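 note: spot-positive cell cutoff set from DMSO-treated cells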
HEK293 NOD2/NF-kB: inhibition of NOD2-driven NF-kB reporter – cell-based, luminescence, uHTS, HEK293 (AID 1566). HEK293 NOD2/NF-kB luciferase reporter, luminescence; higher % means a stronger effect. one-dose inhibition, % at 4 µM; EC50 in µM for titrated hits. 290,000 compounds, 0.63% hits; in the data active = inhibition above about 50%; note: many of its hits are not listed in these tables
Lipid droplet: modulators of hepatic lipid droplet formation | AML12 mouse hepatocytes, oleate lipid droplets, BODIPY imaging | inhibition, % at 6.5 µM | 240,000 compounds, 0.4% hits | AID 1656;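 active = lipid droplet intensity inhibited by at least 50%, with more than 500 cells counted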
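Assay system: AML12 hepatocytes (mouse) / Also added: 100 µM oleic acid challenge / Times: overnight treatment with compound plus oleate / Detection: high-content imaging of BODIPY-stained droplets and DAPI nuclei / Evaluation: % inhibition of lipid droplet signal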
Yfh1-off respiration: enhancers of respiration in Yfh1-depleted yeast, dose response, Friedreich's ataxia, plus single-dose screen (AID 1465); S. cerevisiae Yfh1-off respiration, WST-1 reduction, 72 h; higher fold induction means a stronger effect; fold induction at 50 µM; hits with a dose series show EC50 in µM; 220,000 compounds, 0.074% hits;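 active = fold induction of absorbance versus untreated yeast above a set limit, then at least 30% activation at any dose in follow-up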;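 note: activators that raise dye reduction in frataxin-depleted yeast; strong numbers were not always called active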
Insulin prom up: MIN6 insulin promoter up-regulation. 190,000 compounds, 0.3% hits. MIN6 insulin promoter-GFP reporter, high-content imaging; active compounds read high. z-score at 5 µM;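 active = z-score above 3 at 5 µM with at least 500 cells counted in the well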
MT stabilize HCS: microtubule stabilization, imaging screen. HeLa tubulin immunostaining HCS, 24 h; share of cells brighter than vehicle mean+2SD. % tubulin-high responders, % at 10 µM. 200,000 compounds, 0.83% hits. AID 2205;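 active = plate Z-score above 3 for both tubulin-high and condensed-nucleus cell shares, with cell loss under 80%, at 10 µM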;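 note: anti alpha tubulin signal scored within the nucleus-defined area of each cell; some results filed as inactive read as strong as hits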
Dynein transport: blocks dynein driven cargo transport along microtubules; 3617.4 mouse cells, GR-EGFP nuclear translocation imaging; test concentration mostly 20 µM; stimulated with dexamethasone, 1 µM; active compounds read low; z-score, hits read low; 220,000 compounds, 0.47% hits; AID 1381;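 active = plate z-score of nuclear minus cytoplasmic receptor signal below a set negative limit, without overly bright fluorescence or cell loss, cut at about -3.5 in these data, passing the limit was not always enough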;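 note: z-score of nuclear minus cytoplasmic ring GR-EGFP intensity difference per well; some compounds called inactive have numbers as strong as hits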
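Buffer or medium: tetracycline-free induction medium containing charcoal-stripped FBS / Reagent: dexamethasone agonist, 1.0 µM final, for 30 min / Technique: automated 10x imaging of fixed Hoechst-stained cells / Times: induction 48 h, compound 1 h, agonist 30 min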
WT yeast gro inh: growth inhibition of WT yeast, mitochondrial fusion screen; mitochondrial fusion phenotypic screen, WT strain; 190,000 compounds, 2.1% hits; inhibition, % at 10 µM; in the data active = inhibition above about 58%; tested in S. cerevisiae
WT yeast gro inh mutant strain: second read-out of WT yeast gro inh, no call of its own (marks repeat the call); inhibition, %; mitochondrial fusion phenotypic screen, mutant strain inhibition
Dynein transport cytoplasmic EGFP: further read-out of Dynein transport, marked with its call; z-score; measured here: cytoplasmic GR-EGFP intensity; active compounds read high
Dynein transport nuclear GR-EGFP: second read-out of Dynein transport, no call of its own (marks repeat the call); z-score; measured here: nuclear GR-EGFP intensity;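 lower value marks the stronger effect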
Dynein transport cell count: also measured in Dynein transport; calls as there; z-score; measured here: cell count per field
Insulin prom up cell count: also measured in Insulin prom up; calls as there; cell count; measured here: cytotoxicity, nuclei count;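 total cells summed across four imaged fields per well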
Lipid droplet cells 6.5 µM: also measured in Lipid droplet; calls as there; cell count; measured here: cell count, cytotoxicity flag;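 cells counted across two imaged fields per well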
b-catenin transl cell count 5 µM: also measured in b-catenin transl; calls as there; cell count; measured here: cell count, cytotoxicity flag
MT stabilize HCS Hoechst-high %: recorded beside MT stabilize HCS, whose call it bears; % Hoechst-high responders; measured here: nuclear condensation Hoechst responders;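 share of cells brighter than vehicle mean plus two SD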
MT stabilize HCS cytotoxicity %: second read-out of MT stabilize HCS, no call of its own (marks repeat the call); toxicity, %; measured here: cytotoxicity by cell density;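 0% = mean cell density of plate MIN control wells and 100% = no cells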
Autophagy mod cell loss 18 h: further read-out of Autophagy mod, marked with its call; toxicity, %; measured here: cell loss, nuclei count;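 cell loss after 18 h compound exposure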
An asterisk follows results filed as active; i = inactive; . = no result given. Some of the compounds tested. The share of hits here may be higher or lower than overall.

SMILES	b-catenin transl	b-catenin transl cell count 5 µM	Autophagy mod	Autophagy mod cell loss 18 h	HEK293 NOD2/NF-kB	Lipid droplet	Lipid droplet cells 6.5 µM	Yfh1-off respiration	Insulin prom up	Insulin prom up cell count	MT stabilize HCS	MT stabilize HCS Hoechst-high %	MT stabilize HCS cytotoxicity %	Dynein transport	Dynein transport cytoplasmic EGFP	Dynein transport nuclear GR-EGFP	Dynein transport cell count	WT yeast gro inh	WT yeast gro inh mutant strain
O=C(NC(=S)Nc1ccccc1F)c1ccc(Br)o1	-2.7	1047	i	25.8	-40.9%	-1.1	689	i	-0.92	1458	1.6	1.6	5.3	-0.242	-0.252	0.0775	0.212	8.1	11.6
Cc1cc(C(=O)OCC(=O)NC(C)c2ccccc2)c(C)o1 (stereo not drawn)	-2.5	1150	i	-5.6	15.8%	-14.0	686	i	0.23	1252	1.5	1.4	0.8	-0.764	-0.265	-0.277	0.333	-2.3	-4.8
CCc1cc(C(=O)N=Nc2c(O)[nH]c3ccc([N+](=O)[O-])cc23)c2ccccc2n1	5.8	836	i	-2.7	6.4%	29.5	657	i	-1.02	1080	3.3	2.7	7.1	0.188	-0.318	-0.0333	0.298	1.7	-8.3
O=C(CSc1ccccn1)Nc1ccc(Cl)c([N+](=O)[O-])c1	2.8	1100	i	9.8	-4.6%	5.0	644	i	-1.3	1276	5.2	3.1	6.2	-0.285	-0.3	0.233	-0.801	0.2	23.1
CSc1ccc(C#N)cc1NC(=O)c1cccc(Cl)c1	1.3	1326	i	-1.9	7.4%	.	.	i	-0.72	1472	1.2	0.7	8.3	-0.0491	0.211	0.233	-0.357	22.3	7.7
Cc1ccc(NC(=O)C2(NC(=O)c3ccccn3)CCCCC2)cc1Br	-0.1	928	i	15.1	7.0%	-15.4	709	i	0.35	1363	8.8	1.4	4.0	-0.0221	-0.281	0.125	0.719	35.0	20.4
CC(C)CNC(=O)NC1(C(F)(F)F)Oc2ccccc2O1	-0.4	1091	i	6.6	1.7%	27.0	720	i	-0.45	1183	6.1	3.0	9.4	-0.636	-0.235	-0.496	0.394	-9.8	-11.1
C=CCn1c(N)cc(=O)nc1SCC(=O)Nc1ccc2ccccc2c1	-2.6	1232	i	6.7	3.8%	0.4	735	i	0.15	1203	2.1	1.3	4.5	-1.47	-0.294	-0.46	0.388	-4.8	2.4
Cc1ccc(CNc2ncc(-c3ccc4c(c3)OCO4)n2C)cc1	-1.7	1040	i	-6.4	-11.8%	.	.	i	.	.	2.1	3.0	8.4	-0.127	-0.00279	-0.0541	-0.0441	10.7	24.6
CCc1cccc(CC)c1NC(=S)Nc1ccc2cn[nH]c2c1	0.8	1272	.	.	8.7%	0.2	649	i	-0.06	1185	.	.	.	-0.86	-0.205	0.288	0.147	.	.
O=C(Nc1cccc(Cl)c1Cl)c1cc(S(=O)(=O)NCCc2ccccc2)ccc1F	-2.2	626	i	-40.0	-12.3%	-32.8	765	i	0.68	1229	5.4	2.1	4.9	-0.763	-0.257	0.173	0.939	6.9	-10.2
O=C(COC(=O)CCc1nc2ccccc2s1)Nc1nc(-c2ccccc2)cs1	.	.	i	-5.8	-16.3%	3.6	723	i	-0.59	1462	2.8	3.1	3.2	-0.974	-0.278	-0.673	0.178	0.8	-1.4
O=C(Nc1ccc(F)cc1)NC1CCN(Cc2nnnn2Cc2ccco2)CC1	0.8	450	i	0.6	6.2%	0.6	758	i	.	.	2.1	1.9	13.1	-0.0238	-0.125	0.697	0.651	-6.0	7.5
O=C(C1COc2ccccc2O1)N1CCOCC1 (stereo not drawn)	-2.3	1155	i	7.3	3.4%	.	.	i	0.32	1114	4.8	2.5	4.5	0.301	-0.346	0.312	-0.506	10.8	16.4
Cc1ccc(C(=O)c2cn(-c3ccc(F)c(Cl)c3)nn2)cc1	.	.	i	20.9	-13.6%	.	.	i	.	.	1.5	2.3	10.6	-0.482	-0.202	-0.569	0.403	20.5	14.2
COc1ccc(C2CC(c3ccc(Cl)cc3)n3nc(N)nc3N2)cc1 (stereo not drawn)	-0.5	1250	.	.	11.6%	.	.	i	-0.59	970	1.5	2.4	9.4	-0.82	-0.203	-0.399	0.231	13.3	-1.2
Cc1cc(Cl)ccc1OCc1nnc2n1CCCCC2	5.0	904	i	4.1	0.8%	-7.3	705	i	.	.	6.8	2.1	2.2	-0.51	-0.285	0.0812	0.278	10.8	10.8
CCOc1ccc(C(=O)NC(=S)Nc2ccccn2)cc1[N+](=O)[O-]	-3.3	1209	i	43.2	-22.9%	15.8	711	i	.	.	1.5	1.9	1.0	1.07	-0.229	0.512	0.148	-3.8	-36.1
CCCCCCC1/C(=N/O)CCC1C(=O)OC (stereo not drawn)	.	.	i	-3.7	2.3%	-0.8	705	i	-1.18	1326	3.7	3.0	6.3	-0.0291	-0.239	-0.0524	0.991	3.7	-4.2
CCN1CCN(c2ccc(NC(=O)c3ccc4c(c3)[nH]c(=O)n4Cc3ccc(F)cc3)cc2)CC1	1.7	964	i	3.4	7.9%	16.8	642	i	-0.33	1536	2.1	2.0	11.8	0.738	-0.245	0.616	-0.793	0.0	8.2
COc1ccc(C)cc1S(=O)(=O)N(C)CC(=O)NC1CC1	.	.	i	-5.5	17.8%	12.6	768	i	.	.	2.4	1.2	8.6	-0.405	1.37	0.143	0.458	0.6	-6.5
CN(C)c1ccc([N+](=O)[O-])cc1C(=O)O	-2.3	1184	i	11.7	21.6%	-0.7	679	i	-0.6	1492	4.2	2.9	7.5	0.732	-0.216	0.992	-1.89	-18.1	-13.3
Cc1ccc(C)c(OCC(=O)O/N=C(\N)c2cccnc2)c1	0.7	1287	.	.	2.8%	-26.9	617	i	0.54	1018	.	.	.	1.67	0.116	1.45	-1.53	.	.
CCC(=O)Nc1ccc(OCc2nnc3c4ccccc4c(C)nn23)cc1	0.5	1562	i	3.2	9.3%	-49.7	686	i	.	.	.	.	.	0.435	-0.228	0.54	0.048	-12.0	-10.2
CC(C)CCOC(=O)C1C(c2ccccc2)C(C(=O)O)C1c1ccccc1 (stereo not drawn)	-10.4	1173	i	3.0	16.8%	8.7	728	i	.	.	1.8	1.5	4.3	2.96	0.155	1.78	-2.11	-19.6	-8.4

Given with two lines to a compound: part of the list above.
Every second line gives: b-catenin transl, b-catenin transl cell count 5 µM, Autophagy mod, Autophagy mod cell loss 18 h, HEK293 NOD2/NF-kB, Lipid droplet, Lipid droplet cells 6.5 µM, Yfh1-off respiration, Insulin prom up, Insulin prom up cell count, MT stabilize HCS, MT stabilize HCS Hoechst-high %, MT stabilize HCS cytotoxicity %, Dynein transport, Dynein transport cytoplasmic EGFP, Dynein transport nuclear GR-EGFP, Dynein transport cell count, WT yeast gro inh, WT yeast gro inh mutant strain
- Cc1ccc(C)c(OCC(=O)O/N=C(\N)c2cccnc2)c1
 : 0.7, 1287, ., ., 2.8%, -26.9, 617, i, 0.54, 1018, ., ., ., 1.67, 0.116, 1.45, -1.53, ., .
- CCC(=O)Nc1ccc(OCc2nnc3c4ccccc4c(C)nn23)cc1
 : 0.5, 1562, i, 3.2, 9.3%, -49.7, 686, i, ., ., ., ., ., 0.435, -0.228, 0.54, 0.048, -12.0, -10.2

For convenience, 8 of the compounds above.
SMILES	b-catenin transl	b-catenin transl cell count 5 µM	Autophagy mod	Autophagy mod cell loss 18 h	HEK293 NOD2/NF-kB	Lipid droplet	Lipid droplet cells 6.5 µM	Yfh1-off respiration	Insulin prom up	Insulin prom up cell count	MT stabilize HCS	MT stabilize HCS Hoechst-high %	MT stabilize HCS cytotoxicity %	Dynein transport	Dynein transport cytoplasmic EGFP	Dynein transport nuclear GR-EGFP	Dynein transport cell count	WT yeast gro inh	WT yeast gro inh mutant strain
CCOc1ccc(C(=O)NC(=S)Nc2ccccn2)cc1[N+](=O)[O-]	-3.3	1209	i	43.2	-22.9%	15.8	711	i	.	.	1.5	1.9	1.0	1.07	-0.229	0.512	0.148	-3.8	-36.1
CCCCCCC1/C(=N/O)CCC1C(=O)OC (stereo not drawn)	.	.	i	-3.7	2.3%	-0.8	705	i	-1.18	1326	3.7	3.0	6.3	-0.0291	-0.239	-0.0524	0.991	3.7	-4.2
CCN1CCN(c2ccc(NC(=O)c3ccc4c(c3)[nH]c(=O)n4Cc3ccc(F)cc3)cc2)CC1	1.7	964	i	3.4	7.9%	16.8	642	i	-0.33	1536	2.1	2.0	11.8	0.738	-0.245	0.616	-0.793	0.0	8.2
COc1ccc(C)cc1S(=O)(=O)N(C)CC(=O)NC1CC1	.	.	i	-5.5	17.8%	12.6	768	i	.	.	2.4	1.2	8.6	-0.405	1.37	0.143	0.458	0.6	-6.5
CN(C)c1ccc([N+](=O)[O-])cc1C(=O)O	-2.3	1184	i	11.7	21.6%	-0.7	679	i	-0.6	1492	4.2	2.9	7.5	0.732	-0.216	0.992	-1.89	-18.1	-13.3
Cc1ccc(C)c(OCC(=O)O/N=C(\N)c2cccnc2)c1	0.7	1287	.	.	2.8%	-26.9	617	i	0.54	1018	.	.	.	1.67	0.116	1.45	-1.53	.	.
CCC(=O)Nc1ccc(OCc2nnc3c4ccccc4c(C)nn23)cc1	0.5	1562	i	3.2	9.3%	-49.7	686	i	.	.	.	.	.	0.435	-0.228	0.54	0.048	-12.0	-10.2
CC(C)CCOC(=O)C1C(c2ccccc2)C(C(=O)O)C1c1ccccc1 (stereo not drawn)	-10.4	1173	i	3.0	16.8%	8.7	728	i	.	.	1.8	1.5	4.3	2.96	0.155	1.78	-2.11	-19.6	-8.4
